# KKLEB tox: reduces viability of KKLEB cystic fibrosis airway cells | KKLEB CF airway cells viability, ATPlite luminescence, overnight; stronger effect = lower value; cells stimulated with P. aeruginosa culture filtrate | activity change (cytotoxicity), % at 5 µM | hit rate 0.36% among 360,000 | AID 602141;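 active means corrected activity change at or below -50% at 5 µM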
# TRPM1 prom inh: inhibitors of MITF-driven TRPM1 promoter in melanoma cells; SK-MEL-5 TRPM1 promoter luciferase, 24 h; inhibition, % at 12.5 µM; hit rate 0.83% among 330,000;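 active means mean inhibition across replicates of 60% or more, whatever share of single replicates reaches that level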; further: values of inactives mirror those of a sister screen read the other way
# Shn3 inh set2: Schnurri-3 reporter inhibition in Clone20 osteoblasts | Clone20 osteoblast Shn3 3'UTR firefly luciferase, 24 h | inhibition, % at 12.5 µM | hit rate 0.52% among 360,000;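 active means mean inhibition of at least 75% with every replicate also reaching 75%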;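 further: 0% = median of neutral control wells and 100% = pilot-screen positive control compound; some compounds past the cut are filed as inactive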
# TWEAK-Fn14 inh: inhibitors of TWEAK-Fn14 interaction signaling; TWEAK-stimulated Fn14 reporter cells, luciferase luminescence, 8 h; hit rate 2% among 360,000; inhibition, % at 10 µM; in the data active means inhibition above about 50%
# TROY signal inh: blocks TROY-dependent signaling in reporter cells | Q293 LMP1-TROYcd NF-kB luciferase reporter, 4 h | inhibition, % at 10 µM | hit rate 0.98% among 360,000 | AID 1347056;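 active means compounds whose plate-normalised and pattern-corrected inhibition of the luciferase reporter signal at the single screening dose is 50% or more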
# NR2E3 ag-1: human photoreceptor-specific nuclear receptor agonism; Q9Y5X4; CHO-S Gal4-NCOR/VP16-NR2E3 two-hybrid, luciferase; inhibition of corepressor binding, % at 3.98 µM; hit rate 0.35% among 360,000; AID 602229;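 active means inhibition above the mean of all tested compounds plus 3 SD, cut at about 70% in these data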;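 further: 0% = DMSO with NR2E3 transfected cells and 100% = cells lacking NR2E3 construct; higher means lower luciferase signal from less NR2E3 corepressor binding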
# Target sequence (Q9Y5X4 whole entry, looked up, the tested form may be a part): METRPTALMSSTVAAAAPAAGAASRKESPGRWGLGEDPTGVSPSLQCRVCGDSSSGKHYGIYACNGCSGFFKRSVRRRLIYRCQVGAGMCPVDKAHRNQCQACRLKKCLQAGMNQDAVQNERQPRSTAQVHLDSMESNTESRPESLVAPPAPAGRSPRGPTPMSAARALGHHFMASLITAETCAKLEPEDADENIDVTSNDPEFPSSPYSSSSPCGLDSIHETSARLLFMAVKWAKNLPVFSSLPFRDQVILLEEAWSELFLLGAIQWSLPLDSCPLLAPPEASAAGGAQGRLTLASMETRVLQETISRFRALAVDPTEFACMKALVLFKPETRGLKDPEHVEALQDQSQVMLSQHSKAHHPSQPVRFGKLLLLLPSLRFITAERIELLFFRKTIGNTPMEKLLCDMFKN
# CF NFkB block: blocks PAF-induced NF-kB reporter in cystic fibrosis cells; hit rate 0.86% among 360,000; inhibition, % at 5 µM; KKLEB NF-kB-GFP reporter, GFP fluorescence overnight; AID 588850;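 active means at least 50% inhibition at 5 µM, scaled per plate between neutral and stimulator controls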;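 further: PAF is a Pseudomonas aeruginosa culture filtrate used as stimulus; plate controls were PAF-stimulated DMSO wells for no effect and unstimulated DMSO wells for full effect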
# NR2E3 ag-2: agonists of human nuclear receptor NR2E3 | Q9Y5X4 | GST-NR2E3/biotin-RetCOR TR-FRET, 1536-well | inhibition of corepressor binding, % at 4.78 µM | hit rate 0.12% among 320,000 | AID 2300;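 active means percent inhibition above the cutoff of mean plus 3 SD of all tested compounds, set per screening campaign, cut at about 20% in these data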;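 further: 0% = DMSO wells and 100% = biotin wells as full block of FRET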
#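 Assay system: NR2E3–RetCOR corepressor complex. Quantity: 1.35 nM GST-NR2E3. Buffer or medium: pH 7.5 Tris-based buffer. Reagent: biotinylated RetCOR corepressor at 7 nM final. Schedule: 5 h at 4 °C. Detection: TR-FRET, emission read at 617 and 671 nm. Replicates: one well per compound, singlicate testing.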
# Peg3 promoter: inhibitors of Peg3 promoter; HeLa PEG-Prom luciferase reporter, luminescence, overnight; inhibition, % at 20 µM; hit rate 1.7% among 360,000;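 active means inhibition of at least 50% at 20 µM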
# HIF-2a block: blocks HIF-2a reporter activity; 786-0 RCC cells HIF-2a reporter, luciferase luminescence, overnight; inhibition, % at 18.8 µM; hit rate 0.72% among 360,000; AID 624352;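 active means inhibition of the luminescence signal of 40% or more relative to plate controls, in a single-dose primary screen at 18.75 µM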
# C8 TRAIL sens: caspase-8 TRAIL sensitization. NB7+C8 cells + TRAIL, ATPlite viability luminescence. inhibition (viability loss, TRAIL sensitization), % at 10 µM. hit rate 1% among 360,000. AID 624354;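 active means compounds causing at least 50% loss of cell viability in the single-dose screen, relative to plate controls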
# The depositor's hits bear a star; . = no result given. An excerpt. The share of hits here may be higher or lower than overall.
1: O=S(=O)(CCc1nc2ccccc2[nH]1)c1ccc(Cl)cc1
2: O=C(Cc1ccc(Cl)cc1)Nc1ccc(Br)cc1
3: O=C(CCSc1ccc(Cl)cc1)c1cccs1
4: CN(C)C(=O)c1ccc(-c2nnc(OCc3nc4ccccc4n3C)c3ccccc23)cc1
5: CN(C)c1ccc(C(=O)OCC(=O)Nc2cccc(S(=O)(=O)N3CCCC3)c2)cc1
6: Cc1cccc2c1c1ccc3c(c1n2C)C(=O)C=CC3=O
7: CCOc1ccc(C2C(C(=O)c3ccco3)=C(O)C(=O)N2Cc2cccnc2)cc1 (configuration not stated)
8: CN(C)/C=N/c1sc2c(c1C#N)CCCC2

screen / no.	1	2	3	4	5	6	7	8
KKLEB tox	3	-14	-1	4	1	-1	6	-3
TRPM1 prom inh	5	-24	0	3	.	94*	-4	-24
Shn3 inh set2	8	-40	39	8	15	51	-34	-46
TWEAK-Fn14 inh	13	-1	-2	3	-4	20	-13	-19
TROY signal inh	-20	-7	-33	4	-7	4	-30	5
NR2E3 ag-1	-4	-15	-36	-15	0	-36	-42	0
CF NFkB block	-2	-19	2	9	-1	0	-6	-29
NR2E3 ag-2	3	1	2	.	.	.	0	3
Peg3 promoter	7	-79	-22	4	-47	93*	2	-88
HIF-2a block	17	-147	-15	3	-66	6	-8	-38
C8 TRAIL sens	7	-10	12	3	-2	33	6	-7

9: CCCCCCC(=O)c1c(C)[nH]c(C(=O)OCC)c1C
10: O=[N+]([O-])c1nn(-c2ccc3c(c2)OCCO3)n(O)c1=NCc1ccc(F)cc1Cl
11: CC(=O)NC(CC(=O)NC12CC3CC(CC(C3)C1)C2)c1ccccc1 (configuration not stated)
12: CC1CCCC(NC(=O)CCC(=O)c2ccc(F)cc2)C1C (configuration not stated)
13: O=c1ccn([C@@H]2O[C@H](CNCc3ccc(-n4cccn4)cc3)[C@@H](O)[C@H]2O)c(=O)[nH]1
14: NC(=O)c1oc2ccccc2c1NC(=O)C1COc2ccccc2O1 (configuration not stated)
15: COc1ccc(COC(=O)c2ccc(Br)c(S(=O)(=O)N3CCOCC3)c2)cc1F
16: CC(C)CC(N)c1csc(Nc2ccc(C(=O)c3ccccc3)cc2)n1 (configuration not stated)

screen / no.	9	10	11	12	13	14	15	16
KKLEB tox	-4	4	4	-12	-2	9	-3	-22
TRPM1 prom inh	-16	-72	-3	-19	4	-21	3	.
Shn3 inh set2	-31	.	6	-11	4	-9	10	49
TWEAK-Fn14 inh	2	2	-11	-2	-21	9	-7	-9
TROY signal inh	-35	-18	3	-28	4	-26	34	15
NR2E3 ag-1	-64	-107	-12	-2	-7	-3	33	10
CF NFkB block	6	2	-3	0	6	-14	13	39
NR2E3 ag-2	3	2	-2	2	.	-3	-2	.
Peg3 promoter	-121	-294	6	-14	-11	-68	23	53*
HIF-2a block	-233	-250	16	-15	-3	-119	4	2
C8 TRAIL sens	-1	7	-1	-28	9	-4	12	13

17: CC1(C)CC(=O)C(N=Nc2ccc(Br)cc2)=C(O)C1
18: Cc1ccc2nc(-c3ccc(NC(=O)CSc4nccc(=O)[nH]4)cc3)sc2c1
19: C=CCc1c(C)nc(SC)nc1Nc1ccc(C(C)=O)cc1
20: NC(=O)COC(=O)[C@@H]1CC(O)CN1S(=O)(=O)c1ccc2c(c1)OCCO2 (some centres not stated)
21: CCOC(=O)CSc1nnc(CNc2nc(-c3ccccc3)cs2)n1C
22: CCOC(=O)c1c(C)[nH]c(C(=O)OCC(=O)Nc2ccccc2)c1C
23: COc1ccc(CCNC(=O)C2CC(c3ccc([N+](=O)[O-])cc3)=NO2)cc1 (configuration not stated)
24: CCCCC(CC(C)O)c1n[nH]c(=S)n1-c1ccccc1 (configuration not stated)

screen / no.	17	18	19	20	21	22	23	24
KKLEB tox	3	4	-4	2	14	15	-21	-5
TRPM1 prom inh	.	-33	-31	-2	11	-9	.	1
Shn3 inh set2	-8	-29	7	-6	-46	5	-17	2
TWEAK-Fn14 inh	-1	24	-1	-8	-9	-2	-14	-21
TROY signal inh	-11	51*	-36	-8	-1	-18	-49	6
NR2E3 ag-1	-31	-49	-29	-15	-5	6	-38	14
CF NFkB block	-14	-36	-2	-18	-6	-8	-1	13
NR2E3 ag-2	-1	4	2	0	0	-3	0	2
Peg3 promoter	-34	-236	-81	-6	-3	-11	-157	-4
HIF-2a block	-55	-198	-104	17	5	-26	-164	23
C8 TRAIL sens	3	47	-1	-12	9	8	-8	-1

25: CCNC(=O)/C(=C/c1cccc([N+](=O)[O-])c1)NC(=O)c1ccc(C)cc1
26: O=C1CC(=C2c3ccccc3-c3ccccc32)C(=O)N1CCN1CCN(c2ccccc2)CC1
27: CCOC(=O)N1CCN(C(=O)C2CCN(S(=O)(=O)N3CCC4(CC3)OCCO4)CC2)CC1
28: COc1cccc(C(=O)Nc2cc(NC(=O)c3ccco3)ccc2OC)c1
29: c1ccc(CNc2nnnn2-c2ccccc2)cc1
30: COC(=O)c1ccccc1NC(=O)CC#N
31: COc1ccc(-c2c([C@H]3[C@@H]4C=CCC[C@@]4(C)C(=O)N3Cc3ccccc3)ccc3ccccc23)cc1OC
32: O=C(N/N=C/C(Cl)=C/c1ccccc1)c1cnccn1

screen / no.	25	26	27	28	29	30	31	32
KKLEB tox	-4	0	7	-5	0	8	-18	-10
TRPM1 prom inh	-10	4	-10	2	-3	0	11	-51
Shn3 inh set2	-6	1	-9	5	15	1	8	-41
TWEAK-Fn14 inh	8	3	17	-3	7	2	23	-3
TROY signal inh	8	-8	-19	-1	-4	-6	8	-48
NR2E3 ag-1	-6	-21	7	-17	4	3	28	-25
CF NFkB block	0	2	2	1	-14	-2	33	-19
NR2E3 ag-2	-4	-1	-3	1	3	2	-1	-3
Peg3 promoter	3	23	-17	-17	10	9	15	-158
HIF-2a block	16	21	9	-7	10	18	17	-184
C8 TRAIL sens	1	6	27	0	17	-4	-10	21

33: CC1(C)CC(Cc2ccc(Cl)nc2)N(C(=O)OC(C)(C)C)C1 (configuration not stated)
34: Cc1oc(-c2ccc(Cl)cc2)nc1CN1CCCC(C(=O)NCCCN2CCCC2=O)C1 (configuration not stated)
35: COc1cc2c(cc1OC)C(c1ccc(Br)cc1)CC(=O)N2 (configuration not stated)
36: C=CCNS(=O)(=O)c1ccc2c(c1)n(C)c(=O)n2C
37: O=C(c1ccc([N+](=O)[O-])cc1)N1CCCC1
38: Cc1ccc2nc3c(cc(C(=O)NCCc4ccccc4)c(=N)n3CCCN3CCOCC3)c(=O)n2c1
39: Cc1cc2nc3c(=O)[nH]c(=O)[nH]c3nc2c([N+](=O)[O-])c1N
40: CCn1ccc(-c2ccccc2)c(C#N)c1=O

screen / no.	33	34	35	36	37	38	39	40
KKLEB tox	-5	2	8	1	-7	-8	3	9
TRPM1 prom inh	.	16	7	7	-3	4	3	4
Shn3 inh set2	2	17	21	3	3	2	3	5
TWEAK-Fn14 inh	-5	-1	-46	-1	18	18	6	5
TROY signal inh	-6	-4	-7	7	0	-4	0	-19
NR2E3 ag-1	8	0	-17	-14	-22	-20	-11	-3
CF NFkB block	14	-12	-12	14	2	-6	-7	-31
NR2E3 ag-2	.	-3	.	2	1	0	.	-1
Peg3 promoter	-1	7	14	-1	6	1	9	10
HIF-2a block	-4	-4	25	9	14	15	16	-7
C8 TRAIL sens	-2	-8	24	3	-10	-8	-4	-4

# An excerpt of these results, bar-delimited:
nr | SMILES | KKLEB tox | TRPM1 prom inh | Shn3 inh set2 | TWEAK-Fn14 inh | TROY signal inh | NR2E3 ag-1 | CF NFkB block | NR2E3 ag-2 | Peg3 promoter | HIF-2a block | C8 TRAIL sens
33 | CC1(C)CC(Cc2ccc(Cl)nc2)N(C(=O)OC(C)(C)C)C1 (configuration not stated) | -5 | . | 2 | -5 | -6 | 8 | 14 | . | -1 | -4 | -2
38 | Cc1ccc2nc3c(cc(C(=O)NCCc4ccccc4)c(=N)n3CCCN3CCOCC3)c(=O)n2c1 | -8 | 4 | 2 | 18 | -4 | -20 | -6 | 0 | 1 | 15 | -8
36 | C=CCNS(=O)(=O)c1ccc2c(c1)n(C)c(=O)n2C | 1 | 7 | 3 | -1 | 7 | -14 | 14 | 2 | -1 | 9 | 3
35 | COc1cc2c(cc1OC)C(c1ccc(Br)cc1)CC(=O)N2 (configuration not stated) | 8 | 7 | 21 | -46 | -7 | -17 | -12 | . | 14 | 25 | 24
40 | CCn1ccc(-c2ccccc2)c(C#N)c1=O | 9 | 4 | 5 | 5 | -19 | -3 | -31 | -1 | 10 | -7 | -4
39 | Cc1cc2nc3c(=O)[nH]c(=O)[nH]c3nc2c([N+](=O)[O-])c1N | 3 | 3 | 3 | 6 | 0 | -11 | -7 | . | 9 | 16 | -4

# (next part)
41: COc1ccc(C2NC(=O)c3sc4nc(C)c(C(C)=O)c(-c5ccc(Cl)cc5)c4c3N2)cc1 (configuration not stated)
42: CCCCOc1ccc(NC2=NC3(CCCCC3)N=C(N)N2)cc1
43: COc1ccc(OC)c(/C=N/c2c(-c3ccc(O)c(OC)c3)nc3ccccn23)c1
44: CCNc1nc(NCC)n2c(SCC(=O)Nc3ccc(NC(C)=O)cc3)nnc2n1
45: COc1cccc(C(=O)Nc2ccc(NC(=O)C3CC3)cn2)c1
46: COc1cc(C(O)c2nc(-c3ccncc3)cs2)ccc1F (configuration not stated)
47: CCOC(=O)N1CCN(S(=O)(=O)N2CCCC(C(=O)NCCc3ccc(OC)c(OC)c3)C2)CC1 (configuration not stated)
48: CCN1C=C(Cc2ccc(OC)cc2)C2=C(C1)C(c1ccc(OC)cc1)C(C#N)=C(N)O2 (configuration not stated)
49: CC1(C)CC(=O)C=C(c2ccc(-c3ccc(OC(F)(F)F)cc3)cc2)C1=O
50: COc1ccc(C2=CC3=C(Br)C(=O)C(C)(OC(=O)C4CCCC4)C(=O)C3=CO2)cc1 (configuration not stated)
51: Cn1c(SCC(=O)NCc2ccco2)nnc1C1CCCC1

screen / no.	41	42	43	44	45	46	47	48	49	50	51
KKLEB tox	-17	-2	16	2	-7	8	2	-5	-10	-1	13
TRPM1 prom inh	-3	21	-6	4	-99	.	-1	7	.	-13	-16
Shn3 inh set2	10	-7	-3	-10	-90	53	18	5	38	-9	-14
TWEAK-Fn14 inh	-7	30	-5	2	-19	13	7	10	-10	-4	-7
TROY signal inh	-6	-5	-6	-10	-33	12	-1	18	-28	-23	1
NR2E3 ag-1	-2	-22	-7	5	-85	-6	-16	-23	-9	-8	-23
CF NFkB block	34	5	6	8	6	-24	-10	-11	-2	4	-29
NR2E3 ag-2	-3	-2	-2	3	-4	.	1	-1	.	0	3
Peg3 promoter	-11	28	6	2	-149	10	2	17	-163	-24	4
HIF-2a block	2	7	12	-5	-180	14	-1	21	-208	-11	11
C8 TRAIL sens	-6	6	8	15	15	-16	-27	-4	20	-17	-6
